EPAC1 antagonist: EPAC1 (human) antagonism. EPAC1 GEF assay, Rap1b-BODIPY-GDP exchange fluorescence. Potency, µM (series often up to 115 µM), without a hit: at the top dose activity change, negative = inhibition, most hits filed as inhibitors. 0.14% of 360,000 active. AID 720709;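 further: potency means the concentration at half of the fitted maximal effect; plate controls were vehicle for no effect and positive control for full effect; nearly all actives have a fitted effect of over 50% in size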
IL-2 act: activators of IL-2 | IL-2 activation reporter assay, cell-based qHTS; stimulated with anti-CD3/CD4/CD28 beads; in transgenic mouse T cells | activation, % (series mostly up to about 46 µM) | 0.065% of 360,000 active | AID 652025; in the data active means activation above about 50%; inconclusive means mostly about 30% to 49%; further: 0% is about no effect
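Unstimulated transgenic mouse T cells; 60-min compound exposure; bead-based TCR/CD4/CD28 stimulation; 18 h culture, 37 degrees C; dual fluorescence (EGFP, DsRed) plate cytometry.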
EPAC2 ag: activates human EPAC2 exchange factor; Q8WZA2; EPAC2 activation, biochemical qHTS; response scale: 100% = 6.5 mM cAMP response; Potency, µM (titrated, usually from 154 µM), inactives show top-dose activation, actives largely listed as activators; 0.079% of 360,000 active; AID 720711; further: potency means the concentration at half of the fitted maximal effect; nearly all actives have a fitted effect of over 50% in size
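Setup: EPAC2 100 nM, labeled Rap1B complex 250 nM, free GDP 50 uM. Compound titrations pinned in, brief spin, 5 min room temperature incubation. Kinetic fluorescence read over 30 min, normalized to 6.5 mM cAMP.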
PLK1 PBD block: inhibitors of human PLK1 polo-box domain binding; P53350; Plk1 PBD binding of FITC phosphopeptide, fluorescence polarization; Potency, µM, without a hit: max response, negative = inhibition, usual class: inhibitors; 2.8% of 360,000 active; AID 720504; further: potency means the concentration at half of the fitted maximal effect; series mostly up to about 57 µM; on the % scale 0 is the no-effect control and ±100 the full control effect; nearly all actives have a fitted effect of over 65% in size
EPAC1 ag: activates human EPAC1 exchange factor | 0.073% of 360,000 active | Potency, µM (highest dose often 154 µM), for inactives: at the highest dose activation, usual class: activators | EPAC1 agonist qHTS, biochemical assay; response scale: 100% = response to 6.5 mM cAMP | AID 720707; further: potency means the concentration at half of the fitted maximal effect; nearly all actives have a fitted effect of over 60% in size
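Nucleotide exchange by EPAC1 (100 nM) on Rap1B–BODIPY-GDP (250 nM) in the presence of 50 uM GDP is tracked fluorescently at 480/540 nm over 30 min. Signals are normalized to a 6.5 mM cAMP control.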
WRN inhibitor: blocks human WRN helicase; Q14191; WRN helicase unwinding, fluorescent forked duplex, kinetic; Potency, µM (doses to about 114 µM), without a hit: at the highest dose activity change, negative = inhibition, usual class: inhibitors; 0.46% of 360,000 active; further: potency means the concentration at half of the fitted maximal effect; on the % scale 0 is the no-effect control and ±100 the full control effect; nearly all actives have a fitted effect of over 55% in size
Target sequence (Q14191 whole entry, looked up): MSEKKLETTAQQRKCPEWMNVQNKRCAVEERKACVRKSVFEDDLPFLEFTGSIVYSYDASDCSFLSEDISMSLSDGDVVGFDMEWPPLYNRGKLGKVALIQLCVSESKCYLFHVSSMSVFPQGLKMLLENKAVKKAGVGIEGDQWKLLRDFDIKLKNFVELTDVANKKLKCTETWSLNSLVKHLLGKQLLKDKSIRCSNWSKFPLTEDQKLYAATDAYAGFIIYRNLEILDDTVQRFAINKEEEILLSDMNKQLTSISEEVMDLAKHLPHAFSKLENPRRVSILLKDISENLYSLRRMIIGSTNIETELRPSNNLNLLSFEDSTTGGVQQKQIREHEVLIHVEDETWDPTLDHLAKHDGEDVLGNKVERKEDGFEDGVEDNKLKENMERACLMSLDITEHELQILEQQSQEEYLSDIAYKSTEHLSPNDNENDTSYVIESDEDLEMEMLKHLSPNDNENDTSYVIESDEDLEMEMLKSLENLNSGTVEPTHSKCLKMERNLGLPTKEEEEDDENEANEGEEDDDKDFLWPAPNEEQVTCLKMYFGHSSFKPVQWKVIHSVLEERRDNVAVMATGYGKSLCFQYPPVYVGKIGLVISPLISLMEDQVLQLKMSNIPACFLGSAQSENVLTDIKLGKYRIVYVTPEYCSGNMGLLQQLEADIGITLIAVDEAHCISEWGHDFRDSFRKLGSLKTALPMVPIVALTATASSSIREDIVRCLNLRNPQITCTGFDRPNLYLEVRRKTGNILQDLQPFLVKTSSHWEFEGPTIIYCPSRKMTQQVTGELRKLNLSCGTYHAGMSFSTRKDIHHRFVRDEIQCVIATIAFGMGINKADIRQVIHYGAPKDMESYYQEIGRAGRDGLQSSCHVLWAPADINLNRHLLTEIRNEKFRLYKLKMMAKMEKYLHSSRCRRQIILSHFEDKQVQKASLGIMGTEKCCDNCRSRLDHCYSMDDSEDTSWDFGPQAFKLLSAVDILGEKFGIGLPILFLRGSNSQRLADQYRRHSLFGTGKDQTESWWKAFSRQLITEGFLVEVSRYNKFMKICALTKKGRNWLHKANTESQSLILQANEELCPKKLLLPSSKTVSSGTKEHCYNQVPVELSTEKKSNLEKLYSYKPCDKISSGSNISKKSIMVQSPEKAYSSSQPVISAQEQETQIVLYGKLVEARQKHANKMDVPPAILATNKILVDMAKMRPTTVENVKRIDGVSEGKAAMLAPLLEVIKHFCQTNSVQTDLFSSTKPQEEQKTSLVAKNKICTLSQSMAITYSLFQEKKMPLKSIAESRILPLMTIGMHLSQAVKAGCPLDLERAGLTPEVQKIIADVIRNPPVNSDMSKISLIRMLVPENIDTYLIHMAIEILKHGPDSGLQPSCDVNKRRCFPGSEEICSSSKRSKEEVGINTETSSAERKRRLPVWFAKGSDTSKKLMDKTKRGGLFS
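Kinetic red-fluorescence monitoring (525/598 nm) tracks WRN helicase activity after 100 nM fluorophore-quencher forked duplex and 2 mM ATP are added to 20 nM enzyme pretreated 15 min at room temperature with compound.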
CCT chaperon mod: cytosolic chaperonin activity modulation | purified chaperonin ATPase assay, HTRF ADP detection, 30 min | activity change, % (concentration not given with the values), hits read low | 0.3% of 360,000 active; in the data active means activity change below about -30%; further: on the % scale 0 is the no-effect control and ±100 the full control effect
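TRiC (40 or 20 nM final, by batch activity) in 30 mM Tris pH 7.4, 100 mM KCl, 5 mM MgCl2, 1 mM DTT was treated with compound at 76 uM single dose, then 10 uM ATP, 30 min at 37 °C. ADP was read by HTRF Transcreener.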
PI5P4K alpha inh: PI5P4K alpha (human) kinase inhibition | P48426 | max response, % | PI5P4Kalpha enzyme, ADP-Glo luminescence, 60 min; stronger effect = lower value | 1.2% of 330,000 active | AID 652105; active means max response of -50% or lower; inconclusive means between -30% and -50%; inactive means -30% or higher; further: value at the top dose of about 77 µM; on the % scale 0 is the no-effect control and ±100 the full control effect
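Enzyme plus substrate dispensed, test compounds pinned in, then ATP (5 microM final) added. After 60 min at RT, ADP-Glo reagent 1 for 45 min and reagent 2 for 30 min preceded luminescence imaging.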
Numbers without * were called inactive; u = inconclusive; x = no result given; & = joins results of further samples; [ ] = dose if it differs, or a comment. Unless noted, the call rests on the fitted dose curve; in most records, active means well fitted curve in the direction sought with a large enough effect; inconclusive means small, poorly fitted or top-dose-only effect, or another doubt; inactive means no such curve, though single readings can be large; an effect the other way counts as inactive or inconclusive.

SMILES	EPAC1 antagonist	IL-2 act	EPAC2 ag	PLK1 PBD block	EPAC1 ag	WRN inhibitor	CCT chaperon mod	PI5P4K alpha inh
Cc1ccc(N2C(=O)CC(N3CCN(c4ccccn4)CC3)C2=O)cc1 (stereo unspecified)	19%	-3.2	5%	u	7%	2%	2.1	2
CCOC(=O)c1ccc(S(=O)(=O)N(CCO)Cc2cc3cc(OC)c(OC)cc3[nH]c2=O)cc1	-4%	-3.4	-11%	6%	11%	-6%	2.4	5
COc1cc(/C=c2\s/c(=C(/C#N)C(=O)N3CCCC3)n(-c3ccccc3)c2=O)ccc1O	13%	0.5	1%	18%	4%	-11%	-0.5	-4
Cc1cc(=O)oc2cc(OCC(=O)OCC(=O)NCCc3ccccc3)ccc12	-2%	0.1	-2%	-2%	-3%	0%	0.8	2
CC(C)N(C(=O)Cn1c(-c2ccccc2Cl)nc2ccccc21)c1ccccc1	1%	-0.3	-3%	-6%	7%	-6%	-55*	-3
COc1cnc(-c2ccccc2)nc1Oc1ccc(Cl)cc1C	-12%	0.3	10%	-3%	3%	12%	0.4	-2
O=C(Nc1ncc(Cc2ccccc2)s1)c1cccs1	-1%	0.6	13%	-4%	7%	-9%	0.8	1
O=C(Nc1ccncc1)C1CCN(S(=O)(=O)c2ccc(Cl)cc2)CC1	-6%	-2.1	-3%	-5%	2%	-2%	-1.5	-9
O=C(CN1C(=O)c2ccccc2C1=O)NC(Cc1ccccc1)C(=O)O (stereo unspecified)	3%	-0.3	6%	-3%	3%	-7%	-0.9	2
O=C(Cn1cccc1C(=O)c1ccccc1)NCCc1ccc(Cl)cc1	-27%	0.3	-3%	24µM*	4%	-1%	0.2	3
O=C(NCC1CCCO1)c1onc(CSc2ccccc2F)c1C(=O)O (stereo unspecified)	1%	-0.3	3%	-23%	-11%	10%	-2.6	-27
COc1ccc(C(=O)NCC(c2ccccc2)N2CCCC2)cc1S(=O)(=O)N1CCOCC1 (stereo unspecified)	14%	-0.5	10%	-4%	8%	1%	1.5	3
COc1ccc(OC)c(NC(=O)c2cc(-c3cc(C)ccc3O)n[nH]2)c1	-18%	-1.5	-11%	-6%	-10%	5%	3.1	2
Cc1cc(C)n(-c2ccc(NC(=O)C3CCN(Cc4ccc(C)o4)CC3)cc2)n1	0%	-0.5	14%	-11%	1%	1%	-2.5	-2
COc1cccc(C(=O)c2c[nH]c(C(=O)NCc3ccco3)c2)c1	9%	0.0	7%	0%	5%	-7%	-42*	-9
COc1ccc(NC(=O)CCNS(=O)(=O)c2cc(Br)ccc2Br)cc1S(N)(=O)=O	0%	-1.8	-3%	-2%	4%	-7%	-3.1	21
CCOC(=O)C1=C(Nc2ccccc2)CC(C)(O)C(C(=O)OCC)C1c1ccc(Cl)cc1 (stereo unspecified)	10%&-26%	-1.4&-0.2	-1%&-11%	6%&2%	-4%&-20%	-12%&-8%	2.3&-2.2	15&21
O=C(CCCC(=O)n1cnc2ccccc21)n1cnc2ccccc21	0%	0.4	10%	-6%	-1%	0%	-2.6	-8
O=C(c1cccs1)N1C[C@@H](n2cc(C3CC3)nn2)[C@H](O)C[C@@H]1c1ccc(Cl)cc1	6%	-2.1	17%	-14%	-14%	-1%	-1.0	-6
CCCN(CCC)c1ncnc2nc[nH]c12	-1%	1.2	10%	-6%	5%	1%	-1.6	-1
O=C(Oc1cccnc1)c1ccc(Cl)c(Cl)c1	2%	-1.2	29%	-27%	9%	-15%	0.4	3
COC(=O)C(CC(C)C)NC(=O)/C=C/c1ccccc1Cl (stereo unspecified)	-30%	-0.4	11%	-12%	-8%	-10%	1.2	5
Cc1nn(C)c(=S)[nH]c1=S	7%	1.1	10%	-5%	12%	-5%	0.2	-5
CCOc1ccc(S(=O)(=O)N2CCCC(C(=O)NCc3ccncc3)C2)cc1 (stereo unspecified)	8%	-2.1	2%	4%	-5%	-10%	-0.5	3
O=C(C#Cc1ccccc1)c1ccccc1	-26%	-5.0	5%	3µM*	12%	45µM*	-0.5	9
COc1ccc(-c2c(C)nc3c(-c4ccc(F)cc4)cnn3c2N)cc1	6%	0.8	1%	-9%	0%	3%	-2.7	-4
O=C(COC(=O)CCc1ccccc1)NNC(=O)c1ccccc1	3%	1.2	-1%	4%	-5%	2%	-2.2	0
CC(C)(C)N1CC(C(=O)O)CC1=O (stereo unspecified)	-27%	0.8	14%	-6%	1%	-29%	-1.0	1
Cc1c(N)cccc1N	-1%	-0.3	2%	-2%	-19%	0%	0.4	-10
CC1=CC(=NOC(=O)/C=C/c2ccccc2)C=C(C)C1=O	4%	-0.3	0%	19µM*	10%	-29%	1.6	-5
Cc1cccc(NC(=O)CSc2nnc(-c3ccccc3)n2N)c1	-2%	-1.0	2%	0%	-5%	2%	-3.6	-3
COc1ccc(C=O)cc1COc1ccccc1F	-36%	-0.7	2%	-6%	-2%	-23%[57.1 µM]	-1.7	3
CCc1noc(C)c1C(=O)NCCN1C(=O)S/C(=C\c2ccccc2F)C1=O	0%	-1.6	9%	2%	5%	7%	0.6	2
N=c1c(C(=O)NC2CCCCC2)cc2c(=O)n3ccccc3nc2n1Cc1ccc(F)cc1	-27%	-0.9	-19%	-3%	7%	-2%	-0.1	-14
Cc1ccc(/C=N\Nc2nc3ccc(Cl)cc3[nH]2)o1	-3%	1.9	-1%	-28%	-2%	-2%	-4.4	-11
Cc1cc(S(=O)(=O)N2CCCC(N3CCOCC3)C2)c(C)cc1Cl (stereo unspecified)	-8%	1.3	15%	u	-3%	5%	-7.9	-11
CCOc1ccccc1NC(=O)NCc1ccc2c(c1)OCO2	u	-3.2	7%	-17%	3%	-1%	0.9	-2
NC(=O)c1ccsc1NC(=O)COC(=O)Cc1ccccc1[N+](=O)[O-]	-14%	-2.7	0%	-16%	4%	1%	-3.3	u
CC1(c2nnnn2Cc2ccccc2)CCC(=O)N1CCCn1ccnc1 (stereo unspecified)	-18%	-1.1	6%	-8%	-1%	-6%	1.8	-1
Cc1cccc(NCc2ccccc2)c1	-4%	1.4	2%	0%	7%	-12%	-1.4	5
CNC(=S)Nc1cc(S(=O)(=O)Nc2cc(Cl)ccc2Cl)ccc1N1CCCC1	4%	-4.0	15%	u	4%	-7%[11.6 µM]	-1.0	-22
C[C@H](CO)N1C[C@H](C)[C@@H](CN(C)S(=O)(=O)c2ccccc2F)Oc2ncc(C#Cc3cccnc3)cc2C1=O	1%	-1.8	22%	-18%	-9%	-14%	1.3	-3
NC(c1csc(Nc2cnccn2)n1)c1ccccc1Cl (stereo unspecified)	-4%	-0.5	8%	-19%	6%	-4%	-0.6	-6
Cc1nonc1NC(=O)c1oc2ccccc2c1C	19%	-2.3	3%	1%	-7%	-5%[57.1 µM]	-0.1	0
O=C(NCc1ccccc1)NC1(C(=O)N2CCN3CCCC3C2)CCCCC1 (stereo unspecified)	-2%	0.2	18%	-7%	4%	-1%	-1.2	-5
CCC(NC(=O)c1ccccc1NC(=O)C(C)(C)C)C(=O)N1CCCC1 (stereo unspecified)	0%	-0.9	11%	-3%	2%	6%	0.7	5
NC1=C(Cl)C(=O)c2ccccc2C1=O	-17%	2.0	-1%	-10%	7%	-7%	-1.2	-56*
OCCC1CN(Cc2cccn2-c2ncccn2)CCN1C1CCCC1 (stereo unspecified)	-21%	0.4	6%	-9%	-5%	-1%	-0.7	1

Only WRN inhibitor (4 entries from above):
molecule | WRN inhibitor
CCc1noc(C)c1C(=O)NCCN1C(=O)S/C(=C\c2ccccc2F)C1=O | 7%
N=c1c(C(=O)NC2CCCCC2)cc2c(=O)n3ccccc3nc2n1Cc1ccc(F)cc1 | -2%
Cc1ccc(/C=N\Nc2nc3ccc(Cl)cc3[nH]2)o1 | -2%
Cc1cc(S(=O)(=O)N2CCCC(N3CCOCC3)C2)c(C)cc1Cl (stereo unspecified) | 5%

More structures.
SMILES	EPAC1 antagonist	IL-2 act	EPAC2 ag	PLK1 PBD block	EPAC1 ag	WRN inhibitor	CCT chaperon mod	PI5P4K alpha inh
CC1CN(S(=O)(=O)Cc2ccccc2)CC(C)O1 (stereo unspecified)	3%	0.2	1%	-1%	-2%	-7%	-1.7	x
COc1ccc2oc(=O)cc(-c3cc4cccc(OC)c4o3)c2c1	u	-1.7	7%	-11%	12%	-2%	0.7	2
C[C@H](CO)N1C[C@H](C)[C@@H](CN(C)CC2CCCCC2)Oc2c(NS(=O)(=O)c3ccccc3)cccc2C1=O	-4%	0.2	8%	-12%	-2%	-4%	1.1	-2
COc1ccc(C(CNC(=O)COc2ccccc2C)N2CCCC2)cc1 (stereo unspecified)	-14%	-1.8	7%	-5%	9%	-22%	-2.1	1
CCn1cc(C(=O)NC2CCCC2)c(=O)c2cc(S(=O)(=O)N3CCOCC3)ccc21	-23%	-4.3	10%	-12%	-2%	18%	-1.6	0
CCC(C)[C@H](NC(=O)N1CC(=O)Nc2ccccc21)C(=O)N1CCC[C@H]1C(=O)O (stereo partly specified)	-11%	1.1	4%	0%	-10%	-1%	1.3	-8
Cc1ccnc2nc(C(=O)N3CCN(c4ccc(F)cc4)CC3)nn12	3%	1.7	-3%	-5%	3%	-14%	-2.3	1
Cc1cc2oc(=O)cc(CN3CCCCC3C)c2cc1C (stereo unspecified)	-10%	-0.4	8%	-2%	4%	2%	-0.7	-2
CC(=O)Nc1ccc(NC(=O)c2ccc(Cl)c(S(=O)(=O)N3CCc4ccccc43)c2)cc1	6%	2.6	-1%	1%	7%	2%	-0.1	-9
C[C@H]1CN=C(N(C)C)N1CCc1cccc(F)c1	-3%	0.7	6%	-4%	5%	-3%	-3.2	-2
COc1cccc(C(C(=O)NC2CCCCC2)N(C(=O)c2cccs2)c2ccc3c(c2)OCO3)c1 (stereo unspecified)	16%	0.7	4%	-16%	3%	-1%	-2.5	-6
NNC(=O)CN1C(=O)C2(OCCO2)c2ccccc21	0%	-2.2	5%	-5%	16%	-1%	0.8	11
O=C(O)CC1S/C(=N/N=C/C=C/c2ccccc2)NC1=O (stereo unspecified)	-22%&-5%	-0.2&0.2	13%&5%	-9%&-2%	3%&7%	-2%&-8%	-2.8&1.1	-12&-14
COc1ccc(C(O)c2ncc(-c3cccc(OCc4ccccc4)c3)[nH]2)cc1F (stereo unspecified)	-15%	-0.4	11%	5%	-1%	0%	1.0	5

These rows are one share of the data; the hit share may differ from the screen's.
